GIRK2 activator – activators of NPY4-receptor-primed GIRK2 channels, summary, cell-based, HEK293, thallium flux. G protein-activated inward rectifier potassium channel 2 (Homo sapiens), P48051. HEK293 GIRK2/NPY4 cells, thallium flux fluorescence. activation (% efficacy), % for hits at 37.5 µM. 34,000 tested, under 10 active. AID 1259324, 2017;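 active = primary screen hit, no activity in plain HEK293 cells, and in GIRK2-only cells above 5% efficacy rising with concentration; inactive = the rest, including fluorescent compounds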;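 also: efficacy is normalized control-subtracted fluorescence 15 s after thallium addition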
Target sequence (P48051 whole entry, looked up): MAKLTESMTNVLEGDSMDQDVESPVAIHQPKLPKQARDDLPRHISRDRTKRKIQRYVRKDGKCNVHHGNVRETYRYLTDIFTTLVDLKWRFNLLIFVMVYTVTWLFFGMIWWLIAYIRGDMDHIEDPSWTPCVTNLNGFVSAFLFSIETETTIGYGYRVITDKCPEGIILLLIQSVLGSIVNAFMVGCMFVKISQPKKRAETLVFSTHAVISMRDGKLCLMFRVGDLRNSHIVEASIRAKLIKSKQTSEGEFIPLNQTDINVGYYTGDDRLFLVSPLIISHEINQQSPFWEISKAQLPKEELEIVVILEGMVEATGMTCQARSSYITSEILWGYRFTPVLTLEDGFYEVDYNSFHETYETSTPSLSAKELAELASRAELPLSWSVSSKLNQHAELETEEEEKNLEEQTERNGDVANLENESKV
Calls only; i = inactive.

SMILES | GIRK2 activator
Cc1ccc(OCCCCn2c(CN(C)C(=O)c3ccco3)nc3ccccc32)cc1 | i
Cc1nn(C2CCS(=O)(=O)C2)c2nc(-c3cccs3)cc(C(=O)NC(C)c3ccccc3)c12 (configuration not stated) | i
CC(C)(C)NC(=O)c1ccc(N2CCCCS2(=O)=O)cc1 | i
CCOc1ccc(-c2ccc(=O)n(CCNC(=O)NC3CCCCC3)n2)cc1 | i
COC(=O)c1ccc(C(=O)N(Cc2ccsc2)C2CC2)cc1 | i
COc1ccc(C(CNS(=O)(=O)c2ccc(F)c(C)c2)N2CCN(C)CC2)cc1 (configuration not stated) | i
CCCCn1c(SCc2nc(-c3ccc(C)cc3)no2)nc2ccsc2c1=O | i
Cc1cc(NC(=O)Cc2ccc(S(C)(=O)=O)cc2)n(C)n1 | i
CC1CCCCN1CCNC(=O)c1ccc2c(=O)n(Cc3ccc(Cl)cc3)c(=S)[nH]c2c1 (configuration not stated) | i
Cc1ccc(Oc2ccc(N(C)C(=O)c3ccc(S(=O)(=O)N(C)C)cc3)cc2)nn1 | i
COc1ccc(NC(=O)Nc2ccc(Cl)cc2)cc1N1CCCC1=O | i
COc1cccc(C(CNC(=O)c2nc3ccccc3s2)N2CCOCC2)c1 (configuration not stated) | i
CNC(=O)CN1CCN(c2nccn2C)CC1 | i
O=C1CCCC(=O)N1CCS(=O)(=O)N1CCN(c2cccc(Cl)c2Cl)CC1 | i
Cc1ccc(-c2cc(=O)n(CC(=O)N3CCN(c4ccc(F)c(Cl)c4)CC3)cn2)cc1 | i
CCOc1ccc(-c2ccc(=O)n(CC(=O)N3CCN(c4ccccc4)CC3)n2)cc1 | i
CCC(CC)C(=O)NCCCS(=O)(=O)N1CCN(c2ccc(F)cc2)CC1 | i
CCC(C)n1c(C)cn2c3c(=O)n(Cc4cccc(C)c4)c(=O)n(C)c3nc12 (configuration not stated) | i
Cc1oc2c3c(ccc2c(=O)c1-c1ccc(F)cc1)OCN(CCCOC(C)C)C3 | i
Cc1cccc(CS(=O)(=O)NCC2CCN(C(=O)NC(C)(C)C)CC2)c1 | i
O=C(NCC(O)c1ccc(C(F)(F)F)cc1)C1c2ccccc2Oc2ccccc21 (configuration not stated) | i
CCC(C)n1c(C)cn2c3c(=O)n(Cc4ccc(Cl)cc4)c(=O)n(C)c3nc12 (configuration not stated) | i
COc1ccc(NC(=O)C(=O)NCC(=O)N2CCOC(c3ccccc3)C2)cc1OC (configuration not stated) | i
CCn1nnc2c(N3CCN(S(=O)(=O)Cc4ccccc4)CC3)ncnc21 | i
COc1cccc(-c2cc3ccc(OC(C)=O)cc3oc2=O)c1 | i
(next part)
SMILES | GIRK2 activator
COc1ccc(S(=O)(=O)NCCCn2nc(-c3cccs3)ccc2=O)cc1OC | i
COC(=O)c1ccccc1N(C)C(=O)C1COCC(=O)N1Cc1ccccc1 (configuration not stated) | i
COc1ccc2nc(-c3cccc(NC(=O)COc4ccccc4)c3)cn2n1 | i
O=C(Cn1nc2c3cc(F)ccc3ncn2c1=O)Nc1ccc(F)cc1 | i
COc1cccc(C(=O)N2CCN(c3nccn3-c3cccc(Cl)c3)CC2)c1OC | i
O=C(Cc1cc(-c2ccc3c(c2)OCO3)on1)NCc1ccco1 | i
O=C(NCc1ccc(Cl)cc1)NCC1(O)CCOCC1 | i
COc1cccc(CNC(=O)c2cc3cccnc3n(C)c2=O)c1 | i
COc1ccc(S(=O)(=O)NCC(C)(O)C2CC2)cc1Cl (configuration not stated) | i
Cc1cc(C)n(CC(=O)Nc2ccc(C(=O)N3CCc4ccccc4C3)cc2)c(=O)c1C#N | i
O=C(NCC(c1ccco1)N1CCOCC1)c1nc2ccccc2s1 (configuration not stated) | i
COc1cccc(NC(=O)N2CCN(Cc3ccsc3)CC2)c1OC | i
Cc1ccsc1C(O)CNC(=O)C1COc2ccccc2O1 (configuration not stated) | i
O=C(NCC1CCN(C(=O)c2ccccc2F)CC1)C(=O)Nc1ccc2c(c1)OCCO2 | i
CCOC(=O)N1CCN(CC(O)COCc2ccccc2)CC1 (configuration not stated) | i
Cc1ccc(C(CNC(=O)c2ccc(Br)o2)N(C)C)cc1 (configuration not stated) | i
COc1ccc(-c2nc3nc(-c4cccc(OC)c4O)cc(C(=O)O)c3[nH]2)cc1 | i
COc1ccccc1OCC(O)Cn1c(C2CC(=O)N(c3ccc(C)cc3)C2)nc2ccccc21 (configuration not stated) | i
O=C(c1cc(-c2cccs2)[nH]n1)N1CCC(Cn2cnc3ccccc32)CC1 | i
CCCCN(C(=O)c1cc2c(=O)n(C)c(=O)n(C)c2s1)c1ccccc1 | i
COc1ccc(C)cc1NC(=O)CSc1ccc(NC(C)=O)nn1 | i
COCCNc1oc2c(c1-c1ccc(OC)cc1)c(=O)oc1c(C)cccc12 | i
COc1cn(CC(=O)NCc2ccccc2)c(CSc2ncccn2)cc1=O | i
COc1ccc(OC)c(-c2csc(NC(=O)Cc3ccc(C(C)C)cc3)n2)c1 | i
CCOc1ccc(NC(=O)N2CCN(c3ncnc4c3nnn4C)CC2)cc1 | i
(continued)
SMILES | GIRK2 activator
Cc1c(NC(=O)CN2C(=O)c3ccccc3S2(=O)=O)c(=O)n(-c2ccccc2)n1C | i
COc1ccccc1NC(=O)N1CCC(CNS(=O)(=O)c2cc(F)ccc2F)CC1 | i
O=C1Cc2cc(NC(=O)NCCCc3ccccc3)ccc2N1 | i
Cc1cc(C(=O)NCCOc2ccc3nnc(-c4ccccc4)n3n2)c(C)o1 | i
CCOc1ccc(-c2ccc(N3CCN(C(=O)CSCc4ccccc4)CC3)nn2)cc1 | i
COc1ccc(-c2c(C)oc3c4c(ccc3c2=O)OCN(CC(C)C)C4)cc1OC | i
N#Cc1nc(-c2ccc(S(=O)(=O)N3CCc4ccccc4C3)cc2)oc1N1CCCCC1 | i
Cc1ccc(C)c2sc(N(Cc3cccnc3)C(=O)c3ccnn3C(C)C)nc12 | i
CCN1CCc2nc(-c3ccccc3)n(CC(=O)NCc3ccc(OC)cc3)c(=O)c2C1 | i
CC(=O)Nc1ccc(NC(=O)CCN2C(=O)c3ccccc3S2(=O)=O)cc1 | i
O=C(CCCCn1c(=O)[nH]c2ccccc2c1=O)NCc1cccnc1 | i
O=C(NCC1COC2(CCCCC2)O1)c1nc2ccccc2s1 (configuration not stated) | i
Cc1ccc(NC(=O)CN2CCC(Cn3cnc4ccccc43)CC2)cc1Cl | i
CN(C)CCCN(C(=O)c1ccno1)c1nc2c(Cl)cccc2s1 | i
CC(C)N1CCC(CNC(=O)COc2ccc3ccccc3c2)CC1 | i
Cn1nc(-c2cccc(NS(=O)(=O)c3cccs3)c2)ccc1=O | i
O=C(Nc1cccc(F)c1)c1ccc(=O)n(Cc2ccccc2Cl)c1 | i
O=C(CCCn1nc(-c2ccc(F)cc2)ccc1=O)NC1CCCC1 | i
O=C(NCc1ccc(F)cc1)N1CCC(c2ccsc2)CC1 | i
COc1ccc(NC(=O)Nc2c(C)nc3cc(C)ccn3c2=O)cc1OC | i
COc1cn(-c2ccc(F)cc2)nc1C(=O)Nc1cccc(Cl)c1C | i
COc1cccc2cc(C(=O)Nc3nnc(-c4cc(C)nn4C)o3)oc12 | i
COc1cc(OC)c(NC(=O)NCCNc2nc(C)cc(N3CCCCC3)n2)cc1Cl | i
CN(C)CCCN(C(=O)c1ccno1)c1nc2c(F)cc(F)cc2s1 | i
CCNc1nn(CC(=O)Nc2ccc(C)c(Cl)c2)c(N)c1-c1nc(-c2ccccc2C)no1 | i
The results go on.
SMILES | GIRK2 activator
CC(CCc1ccccc1)NC(=O)Cc1nnc(-c2ccccc2)o1 (configuration not stated) | i
COc1cn(CC(=O)Nc2cc(C)on2)c(CSc2ccc(Cl)cc2)cc1=O | i
CCOc1cccc2cc(-c3csc(NC(=O)c4ccn(CC)n4)n3)oc12 | i
CN(Cc1ccccc1)C(=O)c1ccc(Cn2c(=O)[nH]c3ccccc3c2=O)cc1 | i
CCc1ccc(-c2cc3c(SCC(=O)Nc4ccc(OC)cc4OC)nccn3n2)cc1 | i
O=C(Nc1ccc(CC(=O)N2CCOCC2)cc1)c1ccc2nsnc2c1 | i
CCc1ccc2ncc(C#N)c(N3CCC4(CC3)OCCO4)c2c1 | i
CCOc1ccc(NC(=O)CN2CCN(c3nccn3C)CC2)cc1 | i
Cc1ccc2[nH]c3c(c(=O)c2c1)CN(CC(=O)Nc1cc(F)ccc1F)CC3 | i
COc1cc2nc(SCc3cccc([N+](=O)[O-])c3)n3nc(C)nc3c2cc1OC | i
CN1CCN(n2c3c(c(SCC(=O)NCc4ccccc4)nc2=O)CCC3)CC1 | i
CCCOc1ccc(Cn2c(=O)oc3ccccc32)cc1 | i
Nc1nc2ccc(OC(F)(F)F)cc2s1 | i
Cc1ccc(C(CNC(=O)C(=O)NC2CCCCC2)N2CCOCC2)cc1 (configuration not stated) | i
O=C(NCCCn1nc(-c2ccco2)ccc1=O)Nc1ccccc1F | i
O=C(COc1ncccn1)Nc1ccccc1F | i
CCOc1ccc(S(=O)(=O)NCc2ccsc2)cc1F | i
Cc1cccc(C)c1OCCn1c(C2CC(=O)N(Cc3ccc(F)cc3)C2)nc2ccccc21 (configuration not stated) | i
CC(C)CCNC(=O)Cc1cc(-c2ccc(Cl)cc2)on1 | i
Cc1ccc(S(=O)(=O)NCCOc2ccc(-c3ccco3)nn2)cc1 | i
CCCNC(=O)Cn1cnc(-c2ccc(C)cc2)cc1=O | i
O=C(CN1C(=O)c2ccccc2C1=O)NCC1(c2ccccc2)CCOCC1 | i
NC(=O)Cn1nnn(-c2ccc(NC(=O)Nc3ccc(Cl)c(Cl)c3)cc2)c1=O | i
COc1ccc(-c2nnc(NC(=O)c3ccc(Cl)s3)o2)cc1OC | i
COCCNC(=O)CSc1ccnc2c1c(=O)n(C)c(=O)n2C | i
The listing continues.
SMILES | GIRK2 activator
O=C(CN1C(=O)c2ccccc2S1(=O)=O)Nc1ccccc1C(F)(F)F | i
CSc1ccccc1CN1CCC(CNS(=O)(=O)c2cccc(C(C)=O)c2)CC1 | i
O=C1CCc2cc(NC(=O)NCc3ccc(Cl)cc3)ccc2N1 | i
COC(=O)c1cc(Nc2ccc3c(c2)OCO3)c2cc(C)ccc2n1 | i
O=C(c1ccc2c(c1)OCO2)N1CCN(c2nccn2-c2ccccc2F)CC1 | i
CC(C)(C)C(=O)N(Cc1ccsc1)Cc1ccccn1 | i
O=C(NCC(O)(c1ccccc1)C(F)(F)F)c1ccc(Br)o1 (configuration not stated) | i
CC1CN(c2ncnc3c2cnn3CCNC(=O)c2ccccc2)CC(C)O1 (configuration not stated) | i
CC1(C(=O)NCC(=O)c2cccs2)Cc2ccccc2C(=O)O1 (configuration not stated) | i
CCCOc1cccc(C2C(C(=O)c3ccco3)=C(O)C(=O)N2CCN(CC)CC)c1 (configuration not stated) | i
CCCS(=O)(=O)N1CCN(Cc2nnnn2-c2cccc(F)c2)CC1 | i
COc1cc(-c2cc(C(=O)O)c3[nH]c(-c4ccccc4)nc3n2)ccc1O | i
CN(C)C(CNC(=O)C1(c2ccccc2)CCOCC1)c1ccccc1Cl (configuration not stated) | i
Cn1nnc2c(N3CCN(CC(=O)Nc4ccccc4F)CC3)ncnc21 | i
CCOc1ccc2nc(NC(=O)Cn3nc(C(=O)N4CCOCC4)cc3C)sc2c1 | i
COc1ccc(NC(=O)N2CCN(c3ccc4nnc(C5CC5)n4n3)CC2)c(OC)c1 | i
C=CCNC(=O)c1ccc2c(=O)n(CCOC)c(=S)[nH]c2c1 | i
CCNC(=O)C1Cc2ccccc2N1C(=O)c1c(-c2ccccc2Cl)noc1C (configuration not stated) | i
CC(C)c1ccc(NC(=O)Cc2cc(-c3cccs3)on2)cc1 | i
CC(=O)N1CCN(C(=O)C(=O)NCC2(O)CCOCC2)CC1 | i
CC(C)c1cc(=O)[nH]c(-n2nc(C3CC3)cc2NC(=O)c2ccccc2F)n1 | i
COc1cccc(CNC(=O)CCc2c(C)nn(-c3nc(C)cc(=O)[nH]3)c2C)c1 | i
Cc1cc(C)c2sc(N3CCN(C(=O)c4cc(C)no4)CC3)nc2c1 | i
Cc1noc(C2CN(C(=O)/C=C/c3ccc4c(c3)OCO4)C2)n1 | i
CCOC(=O)C(=O)N1CCN(c2nccn2-c2ccc(C)cc2)CC1 | i
Cc1ccnc(OCC(=O)N2CCN(c3ccc(Nc4cccnc4)nn3)CC2)n1 | i
COCC(C)(O)CNC(=O)c1cccnc1SC (configuration not stated) | i
NS(=O)(=O)c1ccc(NC(=O)COc2ncccn2)cc1 | i

In the list so far, 15 contain a thiophene ring, fused or not:
SMILES | GIRK2 activator
Cc1nn(C2CCS(=O)(=O)C2)c2nc(-c3cccs3)cc(C(=O)NC(C)c3ccccc3)c12 (configuration not stated) | i
COC(=O)c1ccc(C(=O)N(Cc2ccsc2)C2CC2)cc1 | i
CCCCn1c(SCc2nc(-c3ccc(C)cc3)no2)nc2ccsc2c1=O | i
COc1ccc(S(=O)(=O)NCCCn2nc(-c3cccs3)ccc2=O)cc1OC | i
COc1cccc(NC(=O)N2CCN(Cc3ccsc3)CC2)c1OC | i
Cc1ccsc1C(O)CNC(=O)C1COc2ccccc2O1 (configuration not stated) | i
O=C(c1cc(-c2cccs2)[nH]n1)N1CCC(Cn2cnc3ccccc32)CC1 | i
CCCCN(C(=O)c1cc2c(=O)n(C)c(=O)n(C)c2s1)c1ccccc1 | i
Cn1nc(-c2cccc(NS(=O)(=O)c3cccs3)c2)ccc1=O | i
O=C(NCc1ccc(F)cc1)N1CCC(c2ccsc2)CC1 | i
CCOc1ccc(S(=O)(=O)NCc2ccsc2)cc1F | i
COc1ccc(-c2nnc(NC(=O)c3ccc(Cl)s3)o2)cc1OC | i
CC(C)(C)C(=O)N(Cc1ccsc1)Cc1ccccn1 | i
CC1(C(=O)NCC(=O)c2cccs2)Cc2ccccc2C(=O)O1 (configuration not stated) | i
CC(C)c1ccc(NC(=O)Cc2cc(-c3cccs3)on2)cc1 | i

Gathered by group, the compounds so far with a cyano group (3)
SMILES | GIRK2 activator
Cc1cc(C)n(CC(=O)Nc2ccc(C(=O)N3CCc4ccccc4C3)cc2)c(=O)c1C#N | i
N#Cc1nc(-c2ccc(S(=O)(=O)N3CCc4ccccc4C3)cc2)oc1N1CCCCC1 | i
CCc1ccc2ncc(C#N)c(N3CCC4(CC3)OCCO4)c2c1 | i

Compound activity from PubChem.

The list is partial; count on the stated rates, not on these rows.
